DENV2 CPE rescue: DENV2-induced cell death inhibition; DENV2-infected cells, cytopathic effect rescue, plate reader; CPE inhibition, % at 9.99 µM; 1.7% of 350,000 active; in the data active = CPE inhibition above about 20%, passing the limit was not always enough; inconclusive = no clear call, values can overlap the other calls; tested in BHK-21 cells;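 note: 0% = median of neutral control wells and 100% = median of positive control wells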
EWS-Fli inh: EWS/Fli transcriptional activity inhibition; A673 NR0B1-luciferase reporter, viability-normalised; inhibition, % at 12.6 µM; 0.67% of 350,000 active;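 active = mean inhibition of at least 50% after viability correction, with every replicate also passing that limit; inconclusive = mean reaches 50% but only one of two replicates passes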;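 note: firefly luciferase signal divided by Alamar Blue viability fluorescence both relative to DMSO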
PAX8 reporter: inhibitors of PAX8 transcriptional activity in RMG-I cells | RMG-I TPO-luciferase reporter, SteadyGlo, 24 h | inhibition, % at 12.6 µM | 1.2% of 360,000 active | AID 652154;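 active = mean replicate inhibition at least 60% with every replicate also reaching 60%; inconclusive = only one of the two criteria is met; inactive = mean below 60% and not all replicates reaching 60%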;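 note: luciferase light reporting Pax8 driven TPO promoter activity; plate controls were median of neutral control wells for no effect and mitoxantrone controls for full effect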
SIRT5 block: blocks human SIRT5 desuccinylation of peptide; Purified SirT5, succinyl-peptide AMC, trypsin-coupled fluorescence; 1.1% of 330,000 active; inhibition, % at 15 µM; AID 652115; in the data active = inhibition above about 15%; inconclusive = no clear call, values can overlap the other calls
Target sequence (Q9NXA8 whole entry, looked up): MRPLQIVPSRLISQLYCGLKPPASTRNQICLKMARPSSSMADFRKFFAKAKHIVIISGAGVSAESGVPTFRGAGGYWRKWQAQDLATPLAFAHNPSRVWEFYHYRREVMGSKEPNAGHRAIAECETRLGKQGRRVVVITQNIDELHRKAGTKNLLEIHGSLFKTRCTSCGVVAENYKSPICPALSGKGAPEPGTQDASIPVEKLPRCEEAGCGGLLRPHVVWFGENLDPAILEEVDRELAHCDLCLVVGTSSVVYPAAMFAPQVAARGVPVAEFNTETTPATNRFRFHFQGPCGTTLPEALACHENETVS
ARNT TACC3 PPI: disruptors of human ARNT/TACC3 interaction | Q9Y6A5 | AlphaScreen His-ARNT PAS-B/GST-TACC3 binding, luminescence; TACC3 fragment carries E629A point mutation | inhibition, % at 9.99 µM | 0.66% of 390,000 active;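 active = mean inhibition of replicates at least 50% and at least half of replicates each reaching 50%; inconclusive = half or more replicates reach 50% but mean below 50%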;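 note: 0% = complete ARNT plus TACC3 wells and 100% = ARNT alone without TACC3; many hits fall short of the cut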
LGR2 antag: inhibitors of bursicon-induced Drosophila LGR2 receptor cAMP signaling; HEK293 LGR2, CRE-luciferase, bursicon-stimulated, 4 h; inhibition, % at 9.99 µM; 0.35% of 380,000 active; AID 720647;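 active = drop in luminescence signal, shown as inhibition above about 50% in the replicate tests, limit read from the data, passing the limit was not always enough; inconclusive = probably only some replicates passing the limit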;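 note: agonist challenge used bursicon conditioned medium at about half maximal strength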
Casp6 inh: caspase-6 (human) enzyme inhibition. P55212. purified caspase-6, Z-VEID-R110 cleavage fluorescence. inhibition, % at 12.5 µM. 0.53% of 350,000 active. AID 686996;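 active = mean inhibition across replicates at least about 35%, with every replicate also reaching that limit, limit read from the data; inconclusive = only one of the two criteria met; inactive = neither criterion met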;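 note: 0% = median of neutral control wells and 100% = no fluorescence left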
Target sequence (P55212 24-179 limits assumed): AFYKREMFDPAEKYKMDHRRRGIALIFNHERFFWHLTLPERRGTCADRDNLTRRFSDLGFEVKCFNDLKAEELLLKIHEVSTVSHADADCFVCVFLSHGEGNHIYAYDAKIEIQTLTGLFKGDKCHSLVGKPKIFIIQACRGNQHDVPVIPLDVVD
Target sequence (P55212 194-293 limits assumed): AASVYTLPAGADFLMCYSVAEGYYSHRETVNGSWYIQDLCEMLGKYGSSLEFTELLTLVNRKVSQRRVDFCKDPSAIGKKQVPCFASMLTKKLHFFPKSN
* marks the source's active call; other numbers are inactive results; u = inconclusive; x = no result given; & = joins results of further samples.

SMILES	DENV2 CPE rescue	EWS-Fli inh	PAX8 reporter	SIRT5 block	ARNT TACC3 PPI	LGR2 antag	Casp6 inh
COc1ccc(S(=O)(=O)N(C)C[C@@H]2Oc3ccc(NC(=O)Cc4cn(C)c5ccccc45)cc3CC(=O)N([C@@H](C)CO)C[C@H]2C)cc1	-7	0	x	5	1	-8	-1
O=C(Cn1nnc(-c2ccccc2)n1)N1CCN(c2ccc(F)cc2)CC1	1	-5	-1	0	-1	22	8
Cc1ccc(OCCNC(=O)[C@@H](Cc2ccccc2)NC(=O)[C@H]2O[C@@H](n3ccc(=O)[nH]c3=O)[C@H](O)[C@@H]2O)cc1C	15	-13	-24	1	x	-11	1
CC(C)C(NS(=O)(=O)c1c(Cl)cccc1Cl)C(=O)OCC(=O)c1c[nH]c2ccccc12 (centres undefined)	x	x	24	x	0	3	x
COc1ccccc1/C=C/C(=O)OCC(=O)N1c2ccccc2CC1C (centres undefined)	-9	2	7	-2	x	-1	0
COc1ccc(S(=O)(=O)N(C)C[C@H]2OCCCC[C@@H](C)Oc3ccc(NC(=O)Nc4cccc5ccccc45)cc3C(=O)N([C@H](C)CO)C[C@@H]2C)cc1	2	-2	7	0	x	1	0
C[C@H]1CN([C@@H](C)CO)C(=O)CCCn2nncc2CO[C@@H]1CN(C)S(=O)(=O)c1ccc(-c2ccccc2)cc1	0&-9	3&-3	-2&12	7&-2	5	13&-1	-2&0
c1ccc(Cn2cc(CN3CCCO3)c(-c3ccc4c(c3)OCO4)n2)cc1	0	-3	-4	1	1	-7	-5
Cc1cc(NC(=O)c2cc(-c3cccs3)nc3ccccc23)no1	-3	-5	34	6	-4	8	-1
CCCn1cc(SCC(=O)Nc2ccc3c(c2)OCO3)c2ccccc21	3	8	3	-11	1	12	1
O=C(O)C1CCCC[C@H]1C(=O)Nc1ncc([N+](=O)[O-])s1 (some centres undefined)	2	-6	5	x	-6	2	0
Cc1cc(C(=O)OC(C)C(=O)Nc2nc(-c3ccccc3)cs2)c(C)o1 (centres undefined)	-4	-7	x	2	-1	-3	-1
Cc1cscc1-c1nc(NCC2CC2)nc2ccsc12	-5	8	16	x	x	x	0
CCCN(CC(=O)Nc1ccccc1C)C(=O)/C=C/c1cccs1	x	-2	19	1	x	10	0
Cc1ccc(OCc2ccc([N+](=O)[O-])cc2)c([N+](=O)[O-])n1	-8	-78	-134	3	-12	-40	1
CCCC#Cc1ccc([C@@H]2[C@@H](CO)N3C(=O)CN(C(=O)c4cccnc4)C[C@H]23)cc1	18	6	x	1	x	-6	2
CCc1nc2ccc(C(=O)Nc3ccc4c(c3)OCO4)cc2nc1CC	-3	-25	-28	0	3	-46	-6
Cc1ccc(OCc2cc(C(=O)N3CCCC(C)C3)no2)cn1 (centres undefined)	-3	-4	11	x	x	-2	-1
C[C@@H]1CN([C@H](C)CO)S(=O)(=O)c2ccc(-c3ccc(C#N)cc3)cc2O[C@@H]1CN(C)CC1CC1	4	13	x	2	6	-7	-1
O=S(=O)(NCC(c1ccco1)N1CCN(c2ccccc2F)CC1)c1ccc(F)cc1 (centres undefined)	x	x	21	x	-3	-7	x
CO[C@@H]1CN(C)C(=O)c2ccc(NC(=O)c3ccccc3)cc2OC[C@H](C)NC[C@@H]1C	0	0	-16	x	-3	-17	-1
COc1ccc(S(=O)(=O)N2CCCCCC2)cc1C(=O)N1CCN(c2ccccc2C)CC1	-7	17	34	1	3	18	-3
Cc1ccc(C)c2c1cc(C)c1nnc(SCC(=O)NCc3ccc4c(c3)OCO4)n12	5	-27	10	0	-4	4	6
COc1ccc(/C=N/NC(=O)CCOc2ccccc2C)cc1OC	-4	1	1	-4	0	-9	-2
CCOC(=O)[C@]12CCC=C1N(Cc1ccco1)C(=O)[C@H](CC(=O)N1CCSCC1)C2	-4	-6	-3	2	x	-10	0
COc1ccc(CCNC(=O)c2ccc(OCc3c(C)noc3C)c(OC)c2)cc1	3	2	-3	x	-6	5	0
CN(C)C(=O)c1ccc(-c2ccc([C@@H]3[C@@H](CO)N4C(=O)CN(C(=O)C5CCC5)C[C@@H]34)cc2)cc1	14	3	9	x	x	-8	x
CCCCC(=O)NC(=S)Nc1cc(C(=O)O)ccc1OC	-5	8	-13	-1	-6	2	1
C=C1C(=O)[C@]23C[C@H]1CCC2[C@@]1(C)C(C[C@@H]3O)[C@](C)(C(=O)OC)CC[C@@H]1O (some centres undefined)	0	59*	108*	-7	x	69*	0
CCOC(=O)CSc1ccc(C(=O)N2CCN(C)CC2)cc1[N+](=O)[O-]	0	-4	2	-5	-4	19	-2
CO[C@@H]1CC[C@@H]2CCOc3c(C#N)cccc3C(=O)N(C)CCCC(=O)N(C)C[C@H]1O2	-6	-9	0	-1	0	-28	2
CC(C)(CC(=O)OCC(=O)Nc1ccccc1F)CC1=NS(=O)(=O)c2ccccc2N1	1	x	5	-3	-1	0	-3
COc1ccc(Br)cc1C(=O)Nc1ccc(C(=O)O)cc1	1	-1	-7	-4	-29	13	1
N/C(=N\NS(=O)(=O)c1cc(C(F)(F)F)cc(C(F)(F)F)c1)c1ccccn1	7	-7	-30	2	57*	9	2
O=C(OCC1OC(n2ccc(=O)[nH]c2=O)C2OC12)c1ccccc1 (centres undefined)	3	2	13	x	-6	-3	3
Cc1csc(N/N=C/c2ccccc2F)n1	u	-111	-68	-2	0	-20	2
C[C@@H]1CN([C@@H](C)CO)S(=O)(=O)c2ccc(C#CC(C)(C)O)cc2O[C@H]1CN(C)CC1CC1	-6	3	x	2	-2	1	2
O=C(Nc1ccc(O)cc1)/C(=C\C=C\c1ccccc1)NC(=O)c1ccccc1	-2	1	-16	2	0	-7	0
O=C(CCCc1ccccc1)NC1CC1	x	x	1	x	-16	11	x
Cc1cc(C)c(C#N)c(SCC(=O)Nc2nonc2N)n1	4	-50	-70	-1	-7	-6	1

Look-ups from the list.
O=C(Nc1ccc(O)cc1)/C(=C\C=C\c1ccccc1)NC(=O)c1ccccc1 – EWS-Fli inh = 1
N/C(=N\NS(=O)(=O)c1cc(C(F)(F)F)cc(C(F)(F)F)c1)c1ccccn1 – DENV2 CPE rescue = 7
O=C(CCCc1ccccc1)NC1CC1 – PAX8 reporter = 1

(list continues)
SMILES	DENV2 CPE rescue	EWS-Fli inh	PAX8 reporter	SIRT5 block	ARNT TACC3 PPI	LGR2 antag	Casp6 inh
COc1ccc(-n2c3c(cc(C(=O)N4CCC(C)CC4)c2=O)C(=O)CC(C)(C)C3)cc1	1	0	1	1	-8	-2	-1
CCC(=O)Nc1ccc2c(c1)OC[C@H](C)N(C(=O)CC1CC1)C[C@H](C)[C@@H](OC)CN(C)C2=O	3	-3	x	3	-9	6	1
CCCCCCCC(=O)N/N=C(\C)c1ccc(O)cc1O	-5	11	2	6	1	10	-1
O=C(CN1CCN(CC(=O)Nc2ccc(-c3ccccc3)cc2)CC1)Nc1ccc(F)cc1	-4	1	25	-5	-2	-7	-1
C[C@@H](CC#N)CN1CC[C@H](C(C)(C)C)CCC1=O	0	-6	-10	0	1	10	1
CCOC(=O)c1ccc(S(=O)(=O)NCC(c2ccc(N(C)C)cc2)c2c[nH]c3ccccc23)cc1 (centres undefined)	-3	16	35	-3	1	3	-1
CC(=O)O[C@]1(C(C)=O)CCC2C3CCC4=C/C(=N/OCC(=O)O)CC[C@]4(C)C3CC[C@@]21C (some centres undefined)	2	-1	-4	-1	x	-10	1
COc1ccc(CC2SC(=Nc3ccc(F)cc3)NC2=O)cc1 (centres undefined)	0	-6	-1	-3	-5	-4	1
Cc1cc(N2CCN(C(C(=O)NC3CCCC3)C(C)C)CC2)c2ccccc2n1 (centres undefined)	5	-3	-10	0	x	-28	-8
O=C(NCc1ccco1)c1ccc(S(=O)(=O)N2CCCCCC2)cc1	0	-7	-1	-2	x	7	1
CCOc1ccc(CCNC(=O)CCC(=O)N2CCOc3ccc(C)cc32)cc1OCC	-5	-4	-7	-5	-5	6	-2
COc1ccccc1CN1C[C@@H]2C[C@@H](c3[nH]c4c(C)cccc4c3C)N3CCC[C@@]23C1=O	1	7	24	-1	13	5	5
O=C(NCCN1CCN(c2cccc(Cl)c2)CC1)C1CCCN(S(=O)(=O)c2cnc[nH]2)C1 (centres undefined)	-9	-4	29	x	2	-4	-1
Cc1ccc2c(CC(=O)NC3CCCc4ccccc43)coc2c1 (centres undefined)	x	x	14	x	13	-18	x
COc1cccc(NC(=O)CSc2nnc(NC(=O)c3ccco3)s2)c1	-3	-4	-22	-2	3	-14	-3
C[C@@H]1CN([C@H](C)CO)C(=O)CCCn2cc(nn2)CO[C@@H]1CN(C)C(=O)Nc1cccc(Oc2ccccn2)c1	x	-7	1	x	x	-3	x
COc1cccc(C#Cc2cnc3c(c2)C(=O)N([C@H](C)CO)C[C@H](C)[C@H](CN(C)C(=O)C2CCCCC2)O3)c1	8	11	8	-3	x	-1	-4
Cc1ccn2cc(CCNC(=O)c3ccc(Br)o3)nc2c1	0	-7	-14	2	-3	-15	0
C[C@@H]1CCCCO[C@H](CN(C)S(C)(=O)=O)[C@@H](C)CN([C@H](C)CO)C(=O)c2cc(NC(=O)c3ccccc3)ccc2O1	-3	-7	-3	1	-1	6	1
Cc1ccc(OCC(=O)Nn2cnnc2)c(Br)c1	-5	x	x	-6	-4	-2	0
Cc1ccc(NS(=O)(=O)c2c(C)noc2C)cc1	1	-31	5	-1	-11	9	1
COc1cccc(C(=O)O)c1OS(=O)(=O)c1ccc(C)cc1	11	5	10	-1	x	-5	x
O=C(CSCC(=O)N1CCN(c2ccccc2)CC1)Nc1nc(-c2ccc(Cl)s2)cs1	-6	-7	11	-2	1	5	-3
COc1ccc(CNS(=O)(=O)c2ccc3oc(C(=O)O)c(C)c3c2)cc1	1	6	x	-6	-9	-2	3
CSc1ccc(CNCc2ccc3c(c2)OCO3)cc1	0	1	-5	1	-1	-12	-6
CCN(CC(=O)NCc1cccs1)C(=O)CCc1c[nH]c2ccccc12	6	9	1	1	4	3	0
C[C@H](CO)N1C[C@H](C)[C@@H](CN(C)S(=O)(=O)c2cn(C)cn2)Oc2ccc(NC(=O)Cc3cn(C)c4ccccc34)cc2CC1=O	2	7	7	5	x	-1	-1
O=C(O)c1ccccc1SCc1csc(-c2ccccc2)n1	-5	-41	-53	-2	-1	-21	3
COc1ccccc1NC(=O)CSc1nc(N)c(C#N)cc1C#N	-3	-3	-21	0	x	-22	0
Cc1ncc(CO)c2cc(C(=O)Nc3cccc(F)c3)c(=Nc3cccc(C(N)=O)c3)oc12	2	-1	-3	0	-6	0	5
Cc1ccc(-n2nc3c(c2NC(=O)c2ccco2)CS(=O)C3)c(C)c1 (centres undefined)	55*	3	5	0	-4	34	9
O=C(CNC(=O)c1ccccc1Cl)N/N=C/c1ccc2c(c1)OCO2	-7	-33	-20	13	-20	-5	-1
CCOC(=O)C1(C)CCCN1C(=O)c1cccc(OC)c1 (centres undefined)	-12	-5	-2	x	x	5	0
C#CCN(C[C@@H]1[C@@H](OC(=O)NCc2ccc(OC)c(OC)c2)[C@@H](OC(=O)NCc2ccc(OC)c(OC)c2)CN(C(=O)OC(C)C)N1C(=O)OC(C)C)S(=O)(=O)c1ccc(C)cc1	10	6	-7	x	x	-15	-4
CCc1noc(C)c1C(=O)Nc1ccc(F)c(F)c1F	-2	-5	-5	0	2	-20	0
O=C(C[C@H]1CC[C@H](NS(=O)(=O)c2ccc(F)cc2)[C@@H](CO)O1)N1CCc2ccccc2C1	15	5	23	2	4	4	-1
Cc1c(C#N)c2ccccc2n1CC(=O)NCC1CCCO1 (centres undefined)	3	16	x	2	7	-7	1
COCC(=O)N1CC(=O)N2[C@H](C1)[C@@H](c1ccc(C#CC3CC3)cc1)[C@@H]2CO	0	-4	1	0	x	2	2
Cc1ccnc(NC(=O)c2cccc3ccccc23)c1	0	-76	-98	-1	x	-55	1

No enrichment for hits; overall some 4.9% were active at least once.
